# Assay outcomes (PubChem)
# aSyn rescue: alpha-synuclein toxicity inhibition in yeast. Yeast expressing alpha-synuclein, growth rescue, BacTiter-Glo, 24 h. Potency, µM (top dose mostly 46.1 µM), inactives show at the top dose growth rescue (activation), actives largely listed as activators. 370,000 compounds, 0.14% hits. AID 652106; note: potency is the fitted concentration of half-maximal effect; % of control where 0% means no effect; nearly all actives have a fitted effect of over 65% in size
#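 Screening used galactose-induced yeast with toxic alpha-synuclein levels, exposed to compound for 24 hr at 30 deg C. Cell growth, read with BacTiter-Glo luminescence, gave the measured signal.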
# Abeta yeast res: restores growth of yeast expressing A-beta42 peptide | yeast expressing A-beta42, growth rescue, OD600, 48 h; response scale: 0% DMSO, 100% iron-clioquinol control | Potency, µM (highest dose often 46.1 µM), for inactives: at the highest dose growth rescue, hits mostly activators | 410,000 compounds, 0.063% hits | AID 1347071; note: potency is the fitted concentration of half-maximal effect; nearly all actives have a fitted effect of over 55% in size
#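 Growth rescue measured by 600 nm absorbance after 48 h yeast culture at 30 C with compound. Values normalized between DMSO and an equimolar ferric chloride plus clioquinol control.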
# FUS yeast rescue: rescues growth of FUS-expressing yeast. 390,000 compounds, 0.24% hits. S. cerevisiae FUS-expressing, growth rescue, OD600, 24 h. Potency, µM (titrated, usually from 76.6 µM), for inactives: top-dose growth rescue (activation), actives largely listed as activators. AID 1347120;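 note: potency is the fitted concentration of half-maximal effect; plate controls were DMSO vehicle for no effect and reference control for full effect; nearly all actives have a fitted effect of over 55% in size; some results filed as inactive show a strong effect at the top dose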
#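 Read-out: OD at 600 nm after 24hr at 30C, reporting rescue of FUS-induced yeast toxicity. Cells at OD 0.005 in galactose (2%) minimal medium; compounds tested in a dilution series; CP55940 titration from 92uM final as control.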
# GLP1R inv ag: inverse agonists of human GLP-1 receptor. 410,000 compounds, 1.6% hits. Potency, µM (top dose mostly 38.3 µM), for the others: top-dose activity change, negative = inhibition, actives largely listed as inhibitors. HEK293 GLP-1R CRE-luciferase, luminescence, 24 h; GLP-1R form is constitutively active. AID 624417; note: potency is the fitted concentration of half-maximal effect; % is set by controls: 0 for no effect and ±100 for the full control effect; nearly all actives have a fitted effect of over 55% in size
# Target sequence (P43220 whole entry, looked up): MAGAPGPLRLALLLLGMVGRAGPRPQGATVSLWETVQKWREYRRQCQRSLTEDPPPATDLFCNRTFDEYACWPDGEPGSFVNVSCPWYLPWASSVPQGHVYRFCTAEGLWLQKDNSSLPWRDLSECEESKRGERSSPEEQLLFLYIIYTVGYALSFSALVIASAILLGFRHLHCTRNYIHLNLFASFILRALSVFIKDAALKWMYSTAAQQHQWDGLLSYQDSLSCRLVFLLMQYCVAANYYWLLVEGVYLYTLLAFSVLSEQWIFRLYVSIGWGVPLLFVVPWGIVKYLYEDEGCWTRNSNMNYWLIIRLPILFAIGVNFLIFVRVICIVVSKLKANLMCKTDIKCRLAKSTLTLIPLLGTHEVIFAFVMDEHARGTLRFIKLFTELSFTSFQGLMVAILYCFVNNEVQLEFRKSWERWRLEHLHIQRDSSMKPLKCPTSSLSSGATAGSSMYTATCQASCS
#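 Seeding at 200 cells/uL, 12 h culture, 24 hr compound treatment, then luciferase reagent and a luminescence read; cells are HEK293 stably expressing a constitutively active GLP-1R plus cAMP-responsive luciferase.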
# D3 antag: D3 dopamine receptor (human) antagonism | max response, negative = inhibition, % | 360,000 compounds, 2.5% hits | P35462 | D3R cells, DiscoveRx beta-arrestin luminescence, antagonist mode; active compounds read low; in the data active = max response below about -50%; inconclusive = no clear call, values can overlap the other calls; note: % is set by controls: 0 for no effect and ±100 for the full control effect; mostly tested at two doses, the higher about 12 µM
#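 Cells expressing the human receptor were seeded at 1500 cells/well, incubated overnight at 37 degrees C in 5% CO2, then exposed to library compounds with dopamine controls for 90 minutes at 37 degrees C before luminescent detection.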
# TDP43 rescue: rescues yeast growth from TDP-43 toxicity; TDP-43 expressing yeast growth rescue, BacTiter-Glo, 24 h; Potency, µM (top dose mostly 46.1 µM), for the others: top-dose growth rescue (activation), most hits filed as activators; 410,000 compounds, 1.8% hits; AID 652104; note: potency is the fitted concentration of half-maximal effect; % of control where 0% means no effect; nearly all actives have a fitted effect of over 50% in size
#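 Luminescence from BacTiter-Glo reports growth of TDP-43-expressing yeast after 24 hr at 30 deg C with compound. Cells were raffinose-pregrown to mid-log, then seeded in galactose medium at OD600=0.02.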
# PTHR1 agonist: activates the human parathyroid hormone receptor PTHR1; HEK293 GP2 PTHR1 cells, GloSensor cAMP luminescence, 1 h; Q03431; Potency, µM (top dose mostly 115 µM), without a hit: at the top dose activation, hits mostly activators; AID 743266; 410,000 compounds, 0.075% hits; note: potency is the fitted concentration of half-maximal effect; nearly all actives have a fitted effect of over 55% in size; some results filed as inactive show a strong effect at the top dose; inactives centre near -15; many of its hits are not listed in these tables
# Target sequence (Q03431 whole entry, looked up): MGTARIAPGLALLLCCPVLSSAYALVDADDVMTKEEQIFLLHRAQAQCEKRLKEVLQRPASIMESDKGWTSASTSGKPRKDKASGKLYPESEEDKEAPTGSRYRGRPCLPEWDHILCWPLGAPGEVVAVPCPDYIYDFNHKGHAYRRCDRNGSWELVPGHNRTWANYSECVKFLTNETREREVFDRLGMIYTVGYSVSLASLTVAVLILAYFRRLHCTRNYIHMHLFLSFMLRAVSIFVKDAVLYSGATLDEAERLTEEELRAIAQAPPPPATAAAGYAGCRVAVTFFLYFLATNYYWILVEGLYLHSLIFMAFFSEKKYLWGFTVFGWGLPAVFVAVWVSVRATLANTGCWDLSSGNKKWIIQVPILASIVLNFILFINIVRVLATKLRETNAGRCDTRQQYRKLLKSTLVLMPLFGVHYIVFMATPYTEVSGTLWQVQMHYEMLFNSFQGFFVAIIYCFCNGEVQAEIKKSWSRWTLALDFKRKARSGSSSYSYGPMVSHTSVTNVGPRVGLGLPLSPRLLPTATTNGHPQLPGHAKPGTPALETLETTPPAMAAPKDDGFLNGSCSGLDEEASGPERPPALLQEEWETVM
#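 HEK-293-derived GP2 cells expressing PTHR1 and a GloSensor cAMP reporter, 3,000/well, plated overnight, given luciferin plus IBMX (each 0.5 mM as added) for 1 h at 37 °C, then compound for 1 h at 37 °C. Luminescence was read after 15 min at room temperature.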
# GLP-1R agonist: GLP-1 receptor (human) agonism; 380,000 compounds, 0.007% hits; AID 624172; HEK293 GLP-1R CRE-luciferase, luminescence, 4-6 h; cells express a hypersensitive GLP-1R form; Potency, µM (top dose mostly 45.6 µM), inactives show top-dose activation, usual class: activators; P43220; note: potency is the fitted concentration of half-maximal effect; % of control where 0% means no effect
# Akt phos inh: Akt phosphorylation inhibition. activity change, % for hits at 50 µM. Neuro2A IGF-stimulated pAkt S473 HTRF, 20 min; active compounds read low. 360,000 compounds, 0.32% hits. AID 651550; in the data active = activity change below about -80%; inconclusive = mostly about -51% to -80%; note: % is set by controls: 0 for no effect and ±100 for the full control effect
#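 Single-point screen (50 µM final compound) in Neuro2A cells stimulated 20 min with 6 nM IGF at 37 deg C. After lysis, Ser473-phosphorylated Akt read by HTRF (ex 330 nm, em 615/665 nm) as the 665/615 ratio.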
# * marks the source's active call; other numbers are inactive results; i = inactive; ? = inconclusive; · = not tested or not shown; [ ] = another dose, or the depositor's remark. Unless noted, calls come from the whole dose curve; as a rule, active = well fitted curve in the direction sought with a large enough effect; inconclusive = small, poorly fitted or top-dose-only effect, or another doubt; inactive = no such curve, though single readings can be large; an effect the other way counts as inactive or inconclusive.
# Second line of a record – aSyn rescue, Abeta yeast res, FUS yeast rescue, GLP1R inv ag, D3 antag, TDP43 rescue, PTHR1 agonist, GLP-1R agonist, Akt phos inh
> COc1ccc(NC(=O)c2cc(S(=O)(=O)N3CCc4ccccc43)cn2C)c(OC)c1
→ 1%, -11%, -17%, 7%, 21, 4%, i, 5%, i
> CC(C(=O)NCCC1=CCCCC1)c1ccc([N+](=O)[O-])cc1 (stereo unspecified)
→ 12%, ?, 24%, 10µM*, ?, 2%, -2%, 16%, i
> CC(C)CC(=O)NCC(c1ccc2c(c1)OCO2)N1CCN(c2ccccc2F)CC1 (stereo unspecified)
→ ·, 5%, 12%, -28%, ·, 1%, i, ·, ·
> CCCCCn1c(C)c2c(OCC)cccc(=O)c2c1C
→ -8%, 0%, 15%, 10µM*, 2, ?, -1%, 17%, i
> N=c1ccn(Cc2ccc(Cl)c(Cl)c2)cc1
→ -2%, 2%[9.22 µM], -30%, ?, 3, -1%, -22%, -6%, i
> COC(=O)c1ccc(/C=N/N2CCN(Cc3ccccc3)CC2)cc1
→ 6%, 0%[9.22 µM], -30%, 0%, -3, 3%, -16%, 4%, i
> Cn1c(=O)c2ncn(CC(=O)O)c2n(C)c1=O
→ 1%, 7%, -31%, 23%, 13, 4%, -20%, -7%, i
> O=C(Nc1ccccc1)c1ccccc1NC(=O)c1ccccc1C(=O)O
→ -4%, 9%, 13%, 31%[activator], -26, -11%, ?, 6%, i
> COc1ccc(OC(C)C(=O)Nc2ccccc2F)cc1 (stereo unspecified)
→ 2%, -12%, -3%, -3%, 2, -1%, i, 5%, i
> Cc1ccc(NC(=O)c2nc[nH]c2C(=O)NCCCCCNC(=O)OC(C)(C)C)cc1
→ -5%, 15%, ?, ?, 0, ?, -44%[inhibitor], -6%, i

# The closing 2 compounds of the section above are carried over, then new ones follow:
# Second line of a record – aSyn rescue, Abeta yeast res, FUS yeast rescue, GLP1R inv ag, D3 antag, TDP43 rescue, PTHR1 agonist, GLP-1R agonist, Akt phos inh
> COc1ccc(OC(C)C(=O)Nc2ccccc2F)cc1 (stereo unspecified)
→ 2%, -12%, -3%, -3%, 2, -1%, i, 5%, i
> Cc1ccc(NC(=O)c2nc[nH]c2C(=O)NCCCCCNC(=O)OC(C)(C)C)cc1
→ -5%, 15%, ?, ?, 0, ?, -44%[inhibitor], -6%, i
> COc1ccccc1/C=N/N1C(=O)c2cccc3cccc(c23)C1=O
→ 8%, 4%, 6%, -5%, 15, -6%, -40%[inhibitor], 0%, i
> O=C(N/N=C/c1ccc(Cl)cc1)c1ccc2nc[nH]c2c1
→ -2%, -3%, -12%, -16%, 50, 3%, -18%, -8%, i
> O=C(O)CCCCCN1C(=O)/C(=C\c2ccc(-c3ccc(Cl)cc3)o2)SC1=S
→ ?, -9%, -3%, 19%, -10, -20%, -25%, 6%, i
> CCOc1ccccc1NC(=O)Cc1coc2cc(C)ccc12
→ 8%, 16%, 9%, ?, 63, 12%, -8%, 5%, i
> Cc1cc2cc3c(cc2nc1SCc1ccccn1)OCCO3
→ -16%, 7%, ·, 8%, 14, ?, i, 2%, i
> CCCCCCCCN1C(=O)[C@H](CC(=O)NCc2ccccc2)C[C@@]2(C(=O)OC)CC(C)(C)CC=C12
→ 0%, -1%, ?, ?, 0, -12%, i, ·, i
> COc1ccc(-c2nnc(SCC(=O)NCC3CCCO3)o2)cc1 (stereo unspecified)
→ 0%, 1%, -4%, 20%, 8, -4%, i, 5%, i
> Cc1ccc(S(=O)(=O)c2ccsc2NC(=O)c2ccccc2)cc1
→ -6%, -10%, ·, -4%, -10, 15%, -36%[inhibitor], -9%, i
> COc1ccc(Cl)cc1Cn1c(C)c(C(=O)NCc2ccccc2C(F)(F)F)sc1=O
→ 1%, -4%, 7%, ?, ?, 24%, -17%, -7%, i
> CC(=O)c1cccc(NC(=O)CCN2C(=O)C3CC=CCC3C2=O)c1 (stereo unspecified)
→ -1%, 1%, -15%, 17%, 1, 5%, -11%, 5%, i
> c1ccc(CN(Cc2ccccc2)c2ncnc3c2nnn3Cc2ccccc2)cc1
→ 3%, 13%, -4%, ?, -9, 16%, -20%, 0%, i
> COc1ccc(NC2=NC(C)(CO)CS2)cc1 (stereo unspecified)
→ 7%, 6%, -25%, 6%, 5, -1%, -4%, 11%, i
> Cc1ccc(C(=O)C(C)OC(=O)c2n[nH]c(=O)c3ccccc23)cc1 (stereo unspecified)
→ 1%, 2%, 8%, 5%, -1, -3%, -19%[57.5 µM], -6%, i
> CCN(CCO)Cc1csc2ccc(Br)cc12
→ -12%, -1%, -8%, ?, -4, 1%, -12%, -3%, i
> C[C@@H]1CN(C2CCN(Cc3nc(CC4CC4)no3)CC2)C[C@H](C)O1
→ -4%, 19%, 17%, 5%, 2, -9%, 0%, 14%, i
> CCc1ccccc1NC(=O)N[C@@H](C)C(=O)OC
→ -2%, -19%, -9%, -6%, -2, -8%, -18%[57.5 µM], 2%, i
> CCOCCCN1C(=O)CN(C2CCC(C)CC2)C(=O)C1c1ccc(C)cc1 (stereo unspecified)
→ 2%, 13%, 4%, 5%, 10, 6%, -17%, 0%, i
> CCn1c(CNC(=O)c2ccc(OC)cc2)nnc1SC
→ -2%, -17%, -12%, 13%, -3, 17%, i, 3%, i
> O=C(NC(=O)c1cccc(F)c1)OC[C@@H]1CCCN2CCCC[C@H]12
→ -1%, -1%, -22%, -4%, 43, 12%, -20%, -1%, i
> COc1cccc(CC(=O)Nc2ccc3c(c2)OC2(CCCC2)O3)c1
→ -2%, 14%, 27%, ?, ?, 15%, ?, -3%, i
> CC(=O)C1=C(O)C(=O)N(c2ccc(Br)cc2)C1c1ccc(Br)cc1 (stereo unspecified)
→ -1%, -4%, 23%, ?, 11, 4%, -11%, -1%, i
> COc1ccc(NN=Nc2ccc([N+](=O)[O-])cc2)cc1
→ -9%, ?, 6%, 3%, -16, 18µM*, -12%, 0%, i
> CCC(C)c1ccccc1NC(=O)c1[nH]c(C)c(C(C)=O)c1C (stereo unspecified)
→ -2%, -8%, 22%, -29%, -15, -5%, -8%, 14%, i
> CC[N+]1(CC)CC2=Cc3c(ccc4ccccc34)CC2C1 (stereo unspecified)
→ 1%, 3%, -6%, -13%, 1, -8%, i, -14%, i
> Cc1nnc(SCc2c(Cl)cccc2Cl)s1
→ 9%, 18%, -12%, ?, 7, 16µM*, -8%, 17%, i
> c1coc(CSCc2cn3cccnc3n2)c1
→ 2%, 11%, -19%, 9%, 10, 16%, i, -8%, i
> CC(C)CCNC(=O)CSc1nnc(-c2ccc(S(=O)(=O)N3CCCC3)cc2)n1C
→ ?, 7%, -2%, 15%, -21, -16%, 0%, -4%, i
> COc1cccc(NC(=O)[C@H](Cc2c[nH]c3ccccc23)NC(=O)[C@@H]2Cc3ccccc3CN2)c1
→ -3%, -6%, 14%, 4µM*, 0, -4%, -9%, -3%, i
> COc1cccc(C(=O)OCC(=O)c2[nH]c(C)c(C(C)=O)c2C)c1
→ 5%, 1%, -4%, -6%, 15, 18%, -29%, 5%, i
> COc1ccccc1Nc1ccc(NC(=O)c2cccc([N+](=O)[O-])c2C)cc1
→ -9%, -7%, ?, ?, -13, -1%, -91%[inhibitor], 9%, i

# One compound at a time, as listed above. Order of values: aSyn rescue, Abeta yeast res, FUS yeast rescue, GLP1R inv ag, D3 antag, TDP43 rescue, PTHR1 agonist, GLP-1R agonist, Akt phos inh
# Record of `c1coc(CSCc2cn3cccnc3n2)c1` = 2%, 11%, -19%, 9%, 10, 16%, i, -8%, i
# Record of `CCN(CCO)Cc1csc2ccc(Br)cc12` = -12%, -1%, -8%, ?, -4, 1%, -12%, -3%, i
# Record of `COc1cccc(C(=O)OCC(=O)c2[nH]c(C)c(C(C)=O)c2C)c1` = 5%, 1%, -4%, -6%, 15, 18%, -29%, 5%, i

# New compounds follow.
# Second line of a record – aSyn rescue, Abeta yeast res, FUS yeast rescue, GLP1R inv ag, D3 antag, TDP43 rescue, PTHR1 agonist, GLP-1R agonist, Akt phos inh
> CC1CCN(C(C(=O)Nc2ccc(C(C)C)cc2)c2ccc3c(c2)OCO3)CC1 (stereo unspecified)
→ 1%, 0%, ?, 4.5µM*, -22, 5%, -37%[inhibitor], 0%, i
> COc1ccc(CC2(CO)CCN(Cc3ccc4c(c3)CCO4)CC2)cc1
→ 0%, 11%, 33%, ?, ?, -20%, i, 1%, i
> COc1ccc(CCNC(=O)CCc2nnc(Cc3ccc4c(c3)OCO4)o2)cc1
→ -3%, 1%, 23%, -10%, -21, -8%, i, -2%, i
> CCC(=O)NNc1ncnc2c1cnn2-c1cccc(C)c1
→ -6%, -2%, 14%, -19%[0.307 µM], 15, ?, -24%, 6%, i
> COc1ccc(OCC(O)Cn2c(Nc3ccccc3)nc3c2c(=O)n(C)c(=O)n3C)cc1 (stereo unspecified)
→ 3%, 24%, -26%, 5%, 4, 1%, i, -13%, i
> CC1CC(C)(C)CC2(C1)NC(=O)N(CC(=O)N1CCN(S(=O)(=O)c3cccc(Cl)c3Cl)CC1)C2=O (stereo unspecified)
→ 1%[1.84 µM], 4%, 10%, ?, -14, 10%, -10%, 10%, i
> CN(CP(=O)(O)C(O)c1ccccc1)S(C)(=O)=O (stereo unspecified)
→ 3%, 7%, -3%, 4%, 11, 1%, i, -19%, i
> COc1ccc(/C=N/NC(=O)CNC(=O)COc2ccccc2)cc1
→ -2%, -7%, -13%, 12%, -15, 8%, i, 0%, i
> CCOc1ccc(C(=O)NCC(C)NC(=O)c2ccc(OCC)cc2)cc1 (stereo unspecified)
→ -1%, 18%, -16%, -3%, -9, 12%, -49%[inhibitor], 6%, i
> CCOC(=O)C1(Cc2cccc(OC)c2)CCCN(C(=O)CNC(C)=O)C1 (stereo unspecified)
→ -1%, -3%, -4%, 10%, 18, -3%, i, 11%, i

# An excerpt, so the mix of outcomes need not match the whole.
